# Apaf1 inhib: blocks human Apaf-1 apoptosome activity; O14727; reconstituted apoptosome caspase-3 activity, DEVD-Rh110 fluorescence; inhibition, % at 20 µM; 330,000 compounds, 0.71% hits; AID 489030; active means inhibition of at least 40% at 20 µM;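 further: plate controls were DMSO wells for no effect and DEVD-CHO caspase inhibitor wells for full effect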
#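 Material: cell-free apoptosome with Apaf-1, procaspase-3 and caspase-9; Buffer or medium: Hepes pH 7.5 with detergent and BSA; Reagent: cytochrome c trigger plus (Z-DEVD)2-Rh110 caspase-3 substrate; Times: compound with Apaf-1, dATP, procaspase-3 30 min, then 50 min reaction, room temperature; Technique: Rh110 fluorescence intensity.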
# A3G deaminase: APOBEC3G (human) deaminase inhibition; inhibition, % at 20 µM; Q9HC16; AID 493012; recombinant A3G, ssDNA deamination FAM/TAMRA fluorescence; 330,000 compounds, 0.28% hits;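 active means inhibition of at least 40% at 20 µM, with no more than 30% in the related APOBEC3A deaminase screen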;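 further: plate controls were DMSO wells with A3G for no effect and wells lacking A3G enzyme for full effect; some compounds called inactive have numbers as strong as hits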
# UBC13 polyUb: blocks human UBC13 polyubiquitin chain formation; TR-FRET; 330,000 compounds, 0.47% hits; inhibition, % at 20 µM; in the data active means inhibition above about 45%, passing the limit was not always enough
# SENP7 block: blocks the human protease SENP7; Q9BQF6; recombinant SENP7, Z-RLRGG-aminoluciferin luminescence, 40 min; inhibition, % at 5 µM; 330,000 compounds, 1.5% hits;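 active means inhibition above about 50% at the single test dose, limit read from the data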;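 further: plate controls were DMSO with enzyme for no effect and no enzyme buffer wells for full effect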
# Target sequence (Q9BQF6 706-1050 limits assumed): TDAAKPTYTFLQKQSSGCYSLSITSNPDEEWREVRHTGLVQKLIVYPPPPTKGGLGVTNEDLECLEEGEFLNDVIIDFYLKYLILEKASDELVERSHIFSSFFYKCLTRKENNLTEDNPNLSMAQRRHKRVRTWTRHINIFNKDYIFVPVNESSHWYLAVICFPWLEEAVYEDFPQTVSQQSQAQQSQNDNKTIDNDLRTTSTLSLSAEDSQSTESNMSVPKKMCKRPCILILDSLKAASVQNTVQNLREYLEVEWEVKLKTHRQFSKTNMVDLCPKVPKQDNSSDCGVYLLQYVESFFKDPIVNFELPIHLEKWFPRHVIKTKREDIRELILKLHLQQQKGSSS
# SENP8 block-1: blocks the human protease SENP8; Q96LD8; purified SENP8, Z-RLRGG-aminoluciferin cleavage, luminescence; inhibition, % at 10 µM; 330,000 compounds, 1.2% hits; AID 2540; in the data active means inhibition above about 50%
# Target sequence (Q96LD8 whole entry, looked up): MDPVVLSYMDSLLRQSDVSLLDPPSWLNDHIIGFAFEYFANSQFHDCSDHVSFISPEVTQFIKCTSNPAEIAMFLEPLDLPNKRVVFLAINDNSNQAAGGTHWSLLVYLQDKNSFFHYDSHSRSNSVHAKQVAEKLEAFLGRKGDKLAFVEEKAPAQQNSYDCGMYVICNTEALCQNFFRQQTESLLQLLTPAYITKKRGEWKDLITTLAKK
# SENP8 block-2: blocks human SENP8 cleavage of Nedd8 substrate | Q96LD8 | recombinant SENP8, Nedd8 substrate fluorescence | inhibition, % at 20 µM | 360,000 compounds, 0.64% hits | AID 602440; in the data active means inhibition mostly above about 40%, no sharp cut-off; inactive means mostly below about 27%
# SENP1 inh: blocks the human SENP1 SUMO protease catalytic domain; Q9P0U3; recombinant SENP1 catalytic domain, CyPet-SUMO1-YPet FRET cleavage; inhibition, % at 10 µM; 360,000 compounds, 0.21% hits; AID 624204;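 active means inhibition at least 30% at 10 µM, raw YFP signal under a set limit, fluorescence ratio 0.5 to 1.5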;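 further: 0% = enzyme with DMSO and 100% = no enzyme wells; some results filed as inactive read as strong as hits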
#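 Assay system – human recombinant His6-tagged SENP1 catalytic domain enzyme · Input – SENP1 enzyme, 20 pM final · Buffer or medium – Tris pH 8 buffer plus EDTA, NaCl, BME, BSA, NP40, catalase · Schedule – 50 min reaction at room temperature · Technique – FRET read of cyan and yellow fluorescence · Control set – no-enzyme wells low, DMSO-plus-enzyme wells high control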
# SENP6 block: SENP6 protease inhibition | Q9GZR1 | AID 2599 | Recombinant SENP6 catalytic domain, aminoluciferin luminescence | inhibition, % at 10 µM | 330,000 compounds, 1.8% hits;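 active means inhibition above about 50% at the single tested dose, limit read from the data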;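 further: plate controls were DMSO wells with enzyme for no effect and DMSO wells lacking enzyme for full effect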
# Target sequence (Q9GZR1 628-1112 limits assumed): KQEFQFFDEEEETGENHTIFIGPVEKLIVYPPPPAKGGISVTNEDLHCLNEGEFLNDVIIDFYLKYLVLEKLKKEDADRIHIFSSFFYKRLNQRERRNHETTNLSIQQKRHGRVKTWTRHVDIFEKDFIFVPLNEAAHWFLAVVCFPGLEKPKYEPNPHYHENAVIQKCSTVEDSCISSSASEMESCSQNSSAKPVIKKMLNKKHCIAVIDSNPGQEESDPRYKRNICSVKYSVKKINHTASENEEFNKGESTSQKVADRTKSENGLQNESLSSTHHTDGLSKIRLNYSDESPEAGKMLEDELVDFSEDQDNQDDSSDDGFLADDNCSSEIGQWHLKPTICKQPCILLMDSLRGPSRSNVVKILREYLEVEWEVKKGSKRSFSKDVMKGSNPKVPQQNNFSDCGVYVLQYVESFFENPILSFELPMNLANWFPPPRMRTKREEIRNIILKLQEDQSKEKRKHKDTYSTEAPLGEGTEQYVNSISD
# * hit, by the source's call; i = inactive.
# The opening 2 entries, to show the layout:
1: COc1ccccc1-c1ccc(=O)n(CC(=O)NCc2ccco2)n1
2: O=C(c1ccccc1OC(F)F)N1CCN(S(=O)(=O)c2ccc3c(c2)OCCCO3)CC1

assay / entry	1	2
Apaf1 inhib	4	-9
A3G deaminase	-7	-9
UBC13 polyUb	-5	-2
SENP7 block	-6	1
SENP8 block-1	1	10
SENP8 block-2	-21	10
SENP1 inh	1	1
SENP6 block	-9	1

# This part in full, from the start:
1: COc1ccccc1-c1ccc(=O)n(CC(=O)NCc2ccco2)n1
2: O=C(c1ccccc1OC(F)F)N1CCN(S(=O)(=O)c2ccc3c(c2)OCCCO3)CC1
3: COc1cccc(NC(=O)CCNS(=O)(=O)c2cccc3nsnc23)c1
4: C#CCOCCOCCOCCNc1nc(N2CCN(C(=O)[C@H](CCC(=O)O)n3cc(C(N)CO)nn3)CC2)nc(N2CCN(C(=O)[C@H](CCC(=O)O)n3cc(C(N)[C@H](C)CC)nn3)CC2)n1 (stereo partly specified)
5: COc1ccc(CNC(=O)CCc2ccc(S(=O)(=O)N3CCCCCC3)cc2)cc1
6: COc1ccc(CN2C(=O)C(=O)N(CC(N)=O)C2=O)cc1
7: COc1ccc(NC(=O)CCNS(=O)(=O)c2cccc3nonc23)cc1Cl
8: CC(C)Cc1nc(N2CCCCC2)c(C#N)c2c1CCC2

assay / entry	1	2	3	4	5	6	7	8
Apaf1 inhib	4	-9	9	-11	8	-11	5	-8
A3G deaminase	-7	-9	-4	-6	-3	-6	-2	-10
UBC13 polyUb	-5	-2	2	-13	-1	2	3	13
SENP7 block	-6	1	-2	-13	-4	2	-5	5
SENP8 block-1	1	10	-7	4	0	8	9	-1
SENP8 block-2	-21	10	8	-4	7	2	-2	i
SENP1 inh	1	1	0	-5	1	2	0	2
SENP6 block	-9	1	8	-1	0	-2	-7	-5

9: CC(C)=CC(=O)Nc1ccc(Br)cc1
10: COC(=O)CCN(C(=O)c1ccc(OC(C)=O)cc1)c1ccccn1
11: Cn1nc(-c2ccc(C(=O)NC3CCCCC3)cc2)c2ccccc2c1=O
12: O=C(CSc1ncccn1)NC(=O)NCc1ccccc1
13: COc1ccc(C)cc1S(=O)(=O)NC(C)c1cnn(-c2ccccn2)c1C (stereo unspecified)
14: O=C(CSc1nnc(-c2ccco2)o1)N1CCCCC1
15: COc1cc2c(cc1NC(=O)CN(C)Cc1nc3ccccc3c(=O)[nH]1)oc1ccccc12
16: COC(=O)C1C(c2ccccc2)C(C(=O)N2CCN(C)CC2)C1c1ccccc1 (stereo unspecified)

assay / entry	9	10	11	12	13	14	15	16
Apaf1 inhib	-10	-5	8	-3	-5	5	22	0
A3G deaminase	-1	0	-3	-3	0	5	0	-3
UBC13 polyUb	-5	-2	4	1	-2	0	7	-2
SENP7 block	54*	7	1	-5	2	9	8	0
SENP8 block-1	16	-1	4	1	11	-7	-4	-4
SENP8 block-2	-4	15	8	0	6	7	-22	19
SENP1 inh	0	1	1	1	1	3	-1	1
SENP6 block	47	-16	15	0	1	-7	8	-14

17: CC(C)(C)c1ccc(C(=O)NCc2nnc(SCC(=O)NCc3ccco3)o2)cc1
18: COc1ccc(OCc2cc(C(=O)N3CCN(CC(=O)N(C)C)CC3)no2)c(Cl)c1
19: CCCc1nn(C(=O)c2ccccc2)c2c1C(=O)CC(C)(C)C2
20: Cc1ccc(S(=O)(=O)N2CCN(C(=O)C3CC3C)CC2)c(C)c1 (stereo unspecified)
21: Cc1ccc(OCC(=O)N(C)CC(=O)Nc2ccc(Cl)c(C(F)(F)F)c2)c([N+](=O)[O-])n1
22: COc1ccc(OC)c(-c2cc(C(=O)NCc3ccc(Cl)cc3)no2)c1
23: CC1CCCC(C)N1CCCNC(=O)c1csc2c1CCCCC2 (stereo unspecified)
24: Cc1ccc(Oc2ccc(NC(=O)CCC(=O)OCC(=O)c3cccs3)cc2)cc1C

assay / entry	17	18	19	20	21	22	23	24
Apaf1 inhib	15	-3	-8	-2	9	-15	6	-4
A3G deaminase	-1	0	-6	-11	-8	-4	-1	-8
UBC13 polyUb	-7	-8	5	-2	12	9	-8	2
SENP7 block	-5	-4	0	5	-5	5	-15	7
SENP8 block-1	4	-2	3	1	0	8	-11	-3
SENP8 block-2	-2	12	9	14	20	-470	12	10
SENP1 inh	0	2	6	0	1	-1	-1	0
SENP6 block	-4	-2	-18	8	-17	-25	-15	11

25: Cc1sc(NC(=O)c2ccccc2F)c(CN2CCCCC2)c1C
26: O=C(Nc1cccc(S(=O)(=O)Nc2ccc(SC(F)F)cc2)c1)C1CCC1
27: O=C(Nc1ccccc1)c1ccc(NCc2cccnc2)c(S(=O)(=O)N2CCOCC2)c1
28: Fc1ccc(C(c2nnnn2C2CCCC2)N2CCc3ccccc32)cc1 (stereo unspecified)
29: CN(C)CCN(C(=O)C1=COCCO1)c1nc2ccc(F)cc2s1
30: CCOC(=O)C1CCN(C(=O)COc2ccc(Br)cc2)CC1
31: CCN1CCN(C(=O)C2CCCN(c3ncnc4c3nc3n4CCCCC3)C2)CC1 (stereo unspecified)
32: COc1cccc(N(CC(=O)NCCSCc2ccco2)S(=O)(=O)c2ccccc2)c1

assay / entry	25	26	27	28	29	30	31	32
Apaf1 inhib	7	4	7	14	9	0	-11	16
A3G deaminase	3	-6	-5	-9	8	-2	-3	-5
UBC13 polyUb	6	-23	-2	-14	-4	12	-4	-5
SENP7 block	3	-11	-3	-2	-1	2	-13	-9
SENP8 block-1	0	-11	-3	-4	5	-1	-2	-16
SENP8 block-2	-13	12	7	7	2	24	10	8
SENP1 inh	0	1	1	2	1	-1	1	-1
SENP6 block	12	2	-9	-16	-10	2	-1	-24

33: Cc1ccc(S(=O)(=O)NCC(=O)N(CC(=O)NCC2CCCO2)Cc2ccccc2Cl)cc1 (stereo unspecified)
34: Cc1c(OC(C)C(=O)NCC2CCC(C(=O)O)CC2)ccc2c(-c3ccccc3)cc(=O)oc12 (stereo unspecified)
35: COc1ccccc1CC(=O)N1CCN(S(=O)(=O)c2ccccc2)CC1
36: O=[N+]([O-])c1cccc(-c2c(-c3ccccc3)ncc3cc(F)ccc23)c1
37: CCCN1CCC(=O)N(CCO)CC1
38: COc1ccc(-c2csc3ncnc(N4CCN(S(=O)(=O)c5cccc(C(F)(F)F)c5)CC4)c23)cc1
39: Clc1ccccc1-c1ccc2ncnc(NCc3cccnc3)c2c1
40: Cc1ccc2sc(N(CCN(C)C)C(=O)c3ccc4ccccc4c3)nc2c1C

assay / entry	33	34	35	36	37	38	39	40
Apaf1 inhib	1	-8	9	13	1	21	6	9
A3G deaminase	-3	-7	-8	-10	-10	-6	-2	-5
UBC13 polyUb	3	-10	-4	8	-4	-2	0	12
SENP7 block	2	-2	-12	9	8	0	-3	15
SENP8 block-1	2	-3	-5	5	-9	4	8	-8
SENP8 block-2	7	-20	8	-66	11	-5	-7	15
SENP1 inh	0	2	1	0	1	-5	2	0
SENP6 block	5	-9	-13	21	-11	-8	4	-4

41: Cc1c(C(=O)NN)sc(-c2ccccc2)c1C#N
42: COc1cccc(Cn2nnc(C(=O)NCc3ccc4c(c3)OCO4)c2N)c1
43: CCOc1ccc(-n2c(=S)sc3c(=O)n(-c4ccccc4)c(SC)nc32)cc1
44: Cc1ccc(C(C(=O)NC2CCCC2)N(Cc2cccs2)C(=O)CNC(=O)c2cccs2)o1 (stereo unspecified)
45: COc1ccc(/C=C/C(=O)NC2CC3CCC2C3)cc1 (stereo unspecified)
46: CSCCC(NS(=O)(=O)c1ccccc1F)C(=O)NCC(c1ccco1)N(C)C (stereo unspecified)
47: Cc1cc(NC(=O)c2ccc(Cl)cc2)n(-c2ccccc2)n1
48: CCCN1C(=O)SC(CC(=O)Nc2ccc(Br)cc2)C1=O (stereo unspecified)

assay / entry	41	42	43	44	45	46	47	48
Apaf1 inhib	-3	-2	16	5	-8	-4	-6	19
A3G deaminase	0	-9	-8	-2	-7	-4	-11	2
UBC13 polyUb	-2	2	-2	-5	6	12	3	-11
SENP7 block	3	3	-6	1	1	12	-10	8
SENP8 block-1	7	4	-14	0	-4	4	-7	0
SENP8 block-2	-8	14	16	7	8	0	12	30
SENP1 inh	-1	7	-2	0	-1	0	0	-2
SENP6 block	2	-6	15	-17	-8	2	-24	-7

49: Cc1ccc([N+](=O)[O-])cc1NC(=O)CCCOc1ccccc1
50: CC(=O)Nc1ccc(C2NC(=O)c3ccccc3O2)cc1 (stereo unspecified)
51: CC(=O)Nc1cc([N+](=O)[O-])ccc1N1CCOCC1
52: CC(C)(C)c1ccc(C(CC(=O)O)NC(=O)Cc2ccc(Cl)cc2)cc1 (stereo unspecified)
53: COc1ccc(Nc2nc(Nc3ccc(OC)cc3)nc(SC3=NCCS3)n2)cc1
54: O=C(NC1CC2CCCC(C1)N2Cc1ccccc1)c1cccc(Cl)c1 (stereo unspecified)
55: COC(=O)c1cccc(CSc2nc3ccccc3[nH]2)c1
56: Cc1cc(=O)n(C)c(=O)n1CCCCOc1cccc([N+](=O)[O-])c1

assay / entry	49	50	51	52	53	54	55	56
Apaf1 inhib	-2	3	-17	12	-1	-5	7	0
A3G deaminase	-7	1	-4	-4	-5	-7	-8	-1
UBC13 polyUb	-5	1	1	-1	2	16	2	-2
SENP7 block	-7	13	3	2	0	-4	72*	4
SENP8 block-1	-11	-4	5	4	-2	6	47	-6
SENP8 block-2	7	-32	16	11	12	18	19	15
SENP1 inh	3	-1	-1	0	1	1	2	1
SENP6 block	-9	-6	-5	5	-22	-5	65*	-2

# 5 compounds from above, showing only A3G deaminase:
entry | compound | A3G deaminase
48 | CCCN1C(=O)SC(CC(=O)Nc2ccc(Br)cc2)C1=O (stereo unspecified) | 2
49 | Cc1ccc([N+](=O)[O-])cc1NC(=O)CCCOc1ccccc1 | -7
50 | CC(=O)Nc1ccc(C2NC(=O)c3ccccc3O2)cc1 (stereo unspecified) | 1
51 | CC(=O)Nc1cc([N+](=O)[O-])ccc1N1CCOCC1 | -4
52 | CC(C)(C)c1ccc(C(CC(=O)O)NC(=O)Cc2ccc(Cl)cc2)cc1 (stereo unspecified) | -4

# Additional entries
57: O=C(Nc1ccccc1)N1CCCC1c1cccs1 (stereo unspecified)
58: COc1ccccc1C(CNC(=O)c1cc(C)nc2ccccc12)N(C)C (stereo unspecified)
59: COc1ccc(N=c2cc(-c3ccc(OC)cc3)oc3ccccc23)cc1
60: CCC(C)(C)C1CCC2(CC1)NC(=O)N(CC(=O)NCCOc1ccccc1)C2=O (stereo unspecified)
61: O=C(CN1C(=O)c2cccc3cccc(c23)C1=O)N1CCCCC1
62: Cc1nn(-c2ccc(F)cc2)c(Cl)c1C(=O)N(C)CC(=O)Nc1cccc(F)c1

assay / entry	57	58	59	60	61	62
Apaf1 inhib	6	-1	0	27	3	3
A3G deaminase	1	-7	-7	-5	-1	-8
UBC13 polyUb	4	-8	0	-6	-2	2
SENP7 block	2	-3	-1	-13	3	4
SENP8 block-1	-2	-4	-1	-10	0	9
SENP8 block-2	12	1	7	13	-384	6
SENP1 inh	0	1	1	2	1	1
SENP6 block	-25	-30	-4	-9	-8	1
